Assay outcomes as filed in PubChem.
GLP1R cytotox: qHTS of GLP-1 Receptor Inverse Agonists: Cytotox Screen; AID 624418, 2012; 410,000 tested, 0.13% active; Potency, µM (highest dose often 38.3 µM), inactives show at the highest dose activity change, negative = inhibition, actives largely listed as inhibitors; HEK293 cAMP-luciferase reporter cells, luminescence, 24 h;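 also: loss of luciferase light is scored as toxicity; potency is read from the fitted curve at half-maximal effect; % is scaled to controls: 0 for no effect and ±100 for the full control effect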
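Seeding density was 200 cells/uL; after overnight-length (12 h) culture, 23 nL compounds went on for 24 h at 37 °C. Readout used a luciferase detection reagent, luminescence taken after 12 min at room temperature.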
Abeta yeast res: qHTS for compounds that reverse cellular toxicity of Amyloid beta (A-beta) peptide in yeast: Primary Screen | yeast expressing A-beta42, growth rescue, OD600, 48 h; response scale: 0% DMSO, 100% iron-clioquinol control | Potency, µM (series often up to 46.1 µM), for inactives: at the top dose growth rescue, most hits filed as activators | 410,000 tested, 0.063% active; also: potency is read from the fitted curve at half-maximal effect; nearly all actives have a fitted effect of over 55% in size
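Yeast growth medium received pinned compounds, then yeast cells expressing toxic A-beta were added; plates incubated at 30 C for 48 hr. Growth read as absorbance at 600 nm, normalized to DMSO and equimolar FeCl3 plus clioquinol controls.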
Mm-Cpn inhibitor: Inhibitors of TCP-1 ring complex (TRiC) of Methanococcus maripaludis (MmCpn): qHTS | 330,000 tested, 0.031% active | purified Mm-Cpn ATPase, ADP Transcreener TR-FRET | Chaperonin Mm-Cpn (Methanococcus maripaludis) | Potency, µM (titrated, usually from 76.9 µM), for the others: top-dose activity, negative = inhibition, actives largely listed as inhibitors; also: potency is read from the fitted curve at half-maximal effect; % is scaled to controls: 0 for no effect and ±100 for the full control effect; nearly all actives have a fitted effect of over 80% in size
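Reaction buffer contained 30 mM Tris pH 7.4, 100 mM KCl, 5 mM MgCl2 and 1 mM DTT. Mm-CPN (25 nM final) hydrolysed 10 uM ATP over 30 min at 37°C; ADP was read by HTRF.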
GLP1R inv ag: qHTS of GLP-1 Receptor Inverse Agonists (Inhibition Mode); 410,000 tested, 1.6% active; Potency, µM (series often up to 38.3 µM), for inactives: at the top dose activity change, negative = inhibition, actives largely listed as inhibitors; Glucagon-like peptide 1 receptor (Homo sapiens), P43220; HEK293 GLP-1R CRE-luciferase, luminescence, 24 h; GLP-1R form is constitutively active; also: potency is read from the fitted curve at half-maximal effect; % is scaled to controls: 0 for no effect and ±100 for the full control effect; nearly all actives have a fitted effect of over 55% in size
Target sequence (P43220 whole entry, looked up): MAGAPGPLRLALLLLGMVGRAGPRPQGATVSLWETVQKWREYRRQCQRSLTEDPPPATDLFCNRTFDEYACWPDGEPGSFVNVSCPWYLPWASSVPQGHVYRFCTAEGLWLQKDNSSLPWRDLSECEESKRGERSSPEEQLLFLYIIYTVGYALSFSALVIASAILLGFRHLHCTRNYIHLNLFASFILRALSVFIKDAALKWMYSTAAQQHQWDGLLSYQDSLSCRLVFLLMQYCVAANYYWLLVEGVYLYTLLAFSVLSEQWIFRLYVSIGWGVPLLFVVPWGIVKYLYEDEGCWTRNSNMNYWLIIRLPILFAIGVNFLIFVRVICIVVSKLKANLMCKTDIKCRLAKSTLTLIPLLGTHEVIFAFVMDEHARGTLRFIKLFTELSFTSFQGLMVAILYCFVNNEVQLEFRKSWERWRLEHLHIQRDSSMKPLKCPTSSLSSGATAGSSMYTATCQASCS
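Inverse agonists were sought by their lowering of basal cAMP reporter luciferase output in HEK293 cells stably carrying constitutively active human GLP-1R, after 24 h compound treatment.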
FUS suppressor: qHTS for Suppressors of FUS Proteinopathy: Primary screen using FUS-linked yeast assay | S. cerevisiae FUS-expressing, growth rescue, OD600, 24 h | Potency, µM (titrated, usually from 76.6 µM), for inactives: top-dose growth rescue (activation), actives largely listed as activators | 390,000 tested, 0.24% active;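 also: potency is read from the fitted curve at half-maximal effect; plate controls were DMSO vehicle for no effect and reference control for full effect; nearly all actives have a fitted effect of over 55% in size; some results filed as inactive show a strong effect at the top dose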
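Restored growth of FUS-toxic S. cerevisiae, read as 600 nm absorbance after 24 h at 30C in galactose medium (starting OD 0.005). Controls CP55940 and DMSO.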
aSyn rescue: qHTS of alpha-syn Inhibitors; Yeast expressing alpha-synuclein, growth rescue, BacTiter-Glo, 24 h; Potency, µM (titrated, usually from 46.1 µM), inactives show at the highest dose growth rescue (activation), most hits filed as activators; 370,000 tested, 0.14% active; AID 652106, 2013; also: potency is read from the fitted curve at half-maximal effect; % of control where 0% means no effect; nearly all actives have a fitted effect of over 65% in size
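Rescue of yeast growth: cells expressing toxic alpha-synuclein, induced in galactose at OD600 0.02, incubated with compound 24 h at 30 C. ATP luminescence quantified growth; inhibitors of toxicity appear as activators.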
PTHR1 ag: qHTS for PTHR1 Agonists: Primary Screen; Potency, µM (highest dose often 115 µM), for the others: at the top dose activation, most hits filed as activators; 410,000 tested, 0.075% active; HEK293 GP2 PTHR1 cells, GloSensor cAMP luminescence, 1 h; also: potency is read from the fitted curve at half-maximal effect; nearly all actives have a fitted effect of over 55% in size; some results filed as inactive show a strong effect at the top dose; inactives centre near -15; many of its hits are not listed in these tables
Target sequence (Q03431 whole entry, looked up): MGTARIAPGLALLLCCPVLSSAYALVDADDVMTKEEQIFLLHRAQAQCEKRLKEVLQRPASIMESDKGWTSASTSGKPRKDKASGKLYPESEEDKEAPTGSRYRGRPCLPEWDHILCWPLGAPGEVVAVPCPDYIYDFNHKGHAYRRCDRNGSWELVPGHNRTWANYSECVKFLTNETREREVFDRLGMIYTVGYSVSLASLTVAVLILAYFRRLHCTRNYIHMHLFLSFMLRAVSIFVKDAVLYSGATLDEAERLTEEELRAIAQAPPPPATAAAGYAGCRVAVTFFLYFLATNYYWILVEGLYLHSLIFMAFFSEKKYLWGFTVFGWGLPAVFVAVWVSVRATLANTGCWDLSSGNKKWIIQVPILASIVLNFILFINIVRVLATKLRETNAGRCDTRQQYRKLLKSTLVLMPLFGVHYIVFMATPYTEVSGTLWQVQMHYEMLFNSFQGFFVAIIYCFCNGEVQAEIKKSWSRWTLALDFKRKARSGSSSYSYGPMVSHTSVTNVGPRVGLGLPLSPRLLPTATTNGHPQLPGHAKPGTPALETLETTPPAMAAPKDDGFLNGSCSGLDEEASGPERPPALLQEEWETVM
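HEK-293-derived GP2 cells expressing PTHR1 and a GloSensor cAMP reporter, 3,000/well, plated overnight, given luciferin plus IBMX (each 0.5 mM as added) for 1 h at 37 °C, then compound for 1 h at 37 °C. Luminescence was read after 15 min at room temperature.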
Akt phos inh: HTS Assay for Inhibitors of Akt Phophorylation: Primary Screen. Neuro2A IGF-stimulated pAkt S473 HTRF, 20 min; active compounds read low. activity change, % for hits at 50 µM. 360,000 tested, 0.32% active; in the data active = activity change below about -80%; inconclusive = mostly about -51% to -80%; also: % is scaled to controls: 0 for no effect and ±100 for the full control effect
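Neuro2A cells (4,500/well, DMEM with 0.5% FBS) were treated with compound at a single 50 µM final concentration, stimulated with 6 nM IGF for 20 min at 37 °C, and lysed. Phospho-Akt Ser473 was read by HTRF as 665/615 ratio ×10^4.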
TDP-43 yeast inh: qHTS of TDP-43 Inhibitors | TDP-43 expressing yeast growth rescue, BacTiter-Glo, 24 h | Potency, µM (series often up to 46.1 µM), for the others: at the top dose growth rescue (activation), most hits filed as activators | 410,000 tested, 1.8% active; also: potency is read from the fitted curve at half-maximal effect; % of control where 0% means no effect; nearly all actives have a fitted effect of over 50% in size
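Yeast cells expressing TDP-43 under galactose induction are exposed to compounds for 24 hr at 30 deg C. BacTiter-Glo luminescence measures growth, so protective compounds score as activators.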
* = called active by the depositor; i = inactive; ? = inconclusive; nt = no result given; & = joins results of further samples; [ ] = dose if it differs, or a comment. Unless noted, calls follow the shape of the dose curve; as a rule, active = well fitted curve in the direction sought with a large enough effect; inconclusive = small, poorly fitted or top-dose-only effect, or another doubt; inactive = no such curve, though single readings can be large; an effect the other way counts as inactive or inconclusive. A portion of the library; rates above refer to the full screens.

SMILES	GLP1R cytotox	Abeta yeast res	Mm-Cpn inhibitor	GLP1R inv ag	FUS suppressor	aSyn rescue	PTHR1 ag	Akt phos inh	TDP-43 yeast inh
NC(=S)c1cc2cc(Br)ccc2oc1=O	1%	0%	-1%	14%	8%	0%	i	i	-20%[0.397 µM]
O=C1/C(=C\c2ccc(O)cc2)SC(=S)N1/N=C/c1ccc(O)cc1	-15%	-23%	-2%	2%	0%	-17%	i	i	3%
CC1CCCN(CCCNC(=O)C2CCC(CNS(=O)(=O)c3cccc4nsnc34)CC2)C1 (stereo unspecified)	4%	-8%	1%	3%	20%	1%	28%	i	-26%
CCOc1ccccc1CN1CCN(Cc2cccc3nonc23)CC1CCO (stereo unspecified)	-18%	-11%	-4%	-26%	14%	-1%	i	i	-24%
CCOC(=O)/C(=N\Nc1cc(Cl)ccc1Cl)N1CC(C)OC(C)C1 (stereo unspecified)	6%	nt	0%	1%	-14%	1%	i	i	15%
COc1ccc(Cl)cc1NC(=O)Cn1cc(S(=O)(=O)Cc2cccc(Cl)c2)c2ccccc21	-9%	-2%	nt	?	34%	nt	i	nt	14%
O=C1c2ccccc2NC(c2ccc(-c3ccc(C(F)(F)F)cc3)o2)N1O (stereo unspecified)	nt	?	5%	nt	24%	nt	-22%	nt	nt
Cc1ccc(S(=O)(=O)N2CCOCC2)cc1NC(=O)COC(=O)Cc1ccsc1	4%	-14%	-1%	-29%	21%	6%	i	i	-4%[9.22 µM]
Cc1ccc(COC(=O)c2cccc(S(=O)(=O)N3CCCCCC3)c2)cc1	-1%	3%	2%	?	nt	-1%	-21%	i	-1%
CC1(C)CC(NC(=O)C23CCC(C)(C(=O)C2)C3(C)C)CC(C)(C)N1 (stereo unspecified)	-3%	-4%	1%	0%	15%	-3%	-10%[57.5 µM]	i	17%
N=C1SCC(=O)N1/N=C/c1ccccc1	17%	-16%	4%	6%	31%	-3%	i	i	-8%
CCOc1ccc(NC(=O)N2CC3CCCN3c3ccccc32)cc1 (stereo unspecified)	-6%	-16%	nt	?	20%	nt	i	nt	0%
COC(=O)CC1SC(=O)NC1=Nc1ccc(C)cc1 (stereo unspecified)	3%	10%	0%	6%	-2%	-2%	i	i	0%
CCn1cc(C(=O)NCCCN(CC(C)C)CC(C)C)c(=O)c2cc(S(=O)(=O)N3CCc4ccccc4C3)ccc21	-7%	-8%	nt	3%	6%	nt	i	nt	-10%
COC(=O)c1nnn(CC(=O)NC(=O)Nc2ccc(F)cc2)c1C(=O)OC	-10%&0%	-13%&-7%	2%	1%&4%	0%	3%	i	i	4%&10%
C[C@@H]1C(=O)O[C@H](C)[C@H]1C[C@@H](O)[C@](C)(O)C1CC[C@@]2(O)C3=CC(=O)[C@@H]4C[C@@H](O)[C@@H](O)C[C@]4(C)C3CC[C@]12C (stereo partly specified)	1%	5%	0%	12%	-6%	3%	i	i	23%
N#CCSc1ccc(-c2nc3ccccc3[nH]2)cn1	-29%	-6%	1%	?	31%	-11%	i	i	-1%
Cc1ccc(C)c(NC(=O)CCS(=O)(=O)c2cccc3nsnc23)c1	5%	-9%	nt	11%	2%	nt	18%	nt	-2%
Cc1cccc(CC(=O)Nc2ccc3nc(N4CCC(C)CC4)cc(C)c3c2)c1	36%[activator]	-9%	nt	-12%	30%	nt	-21%	nt	14%
COc1ccc(C(=O)N2CCCC(c3ccccc3)=N2)cc1	-7%	0%	-6%	-6%	-4%	1%	i	i	-19%
Cc1cc(C(=O)COC(=O)Cc2ccc(Cl)cc2)c(C)n1C	-2%	10%	-2%	-6%	15%	9%	i	i	?
COc1ccc(NC(=O)CCCC(=O)O)cc1Cl	-8%	-19%	-6%	-12%	-4%	-1%	i	i	-17%
Cc1ccc(-c2nnc(SCC(C)C)n2C)cc1	7%	0%	0%	?	16%	0%	-13%	i	14%
O=C(CSc1ncn[nH]1)c1cc2ccccc2o1	-2%[7.66 µM]	8%	0%	-4%[7.66 µM]	17%	1%	i	i	6%[9.22 µM]
CCCCNC(=O)c1cc(-c2ccc(OC)cc2)on1	4%	-12%	0%	0%	23%	-3%	-23%[57.5 µM]	i	-8%
Cc1ccc(N2C(=O)CC(Sc3nc4ccccc4o3)C2=O)cc1Cl (stereo unspecified)	2%	16%	-1%	7%	28%	-4%	-21%	i	16%
Cc1ccccc1NC(=O)c1ccc(N/N=C/c2ccccc2O)c([N+](=O)[O-])c1	-1%	-2%	0%	0%	nt	-13%	-4%	i	1%
CSc1ccccc1C(=O)Nc1ccc(C)cc1C	11%	-1%	-2%	-15%	-11%	-7%	0%	i	14%
Cc1cccc(C)c1NC(=O)Cn1nnc(-c2ccc(N3CCOCC3)cc2)n1	5%	5%	-1%	0%	19%	-4%	i	i	19%
CC1=CC(c2ccc(Cl)cc2)n2nc(NC(=O)CCCC(=O)O)nc2N1 (stereo unspecified)	111%[activator]	-4%	-1%	11%	22%	-1%	9%	i	-16%
Cc1ccc(NC(=O)Cn2ccn(Cc3ccc(Cl)cc3)c(=O)c2=O)cc1C	0%	1%	nt	-16%	2%	nt	i	nt	-11%
COCCn1c(SCc2ccc(F)cc2)nc2c1c(=O)[nH]c(=O)n2C	0%	-9%	1%	11%	-32%	-4%	-12%	i	-24%
Cc1cccn2c(=O)c3cc(C#N)c(=N)n(Cc4cccnc4)c3nc12	78%[activator]	5%	nt	1%	-20%	-6%	i	i	-14%
COC(=O)N1C(=O)[C@@](c2ccccc2)(C2CCCCC2)N1C(=O)OC	-17%	-28%	1%	-15%	1%	1%	-95%[inhibitor]	i	18µM*
O=C(Nc1cccc2c1CCCC2)c1ccccc1F	6%	-4%	-2%	?	-2%	4%	-1%	i	17%
COc1ccc(CCCC(=O)NCCc2ccccc2)cc1	1%	13%	-2%	-18%	2%	15%	-7%	i	0%
Cc1cc(NC(=O)CSc2nc3c(c(=O)n2CCc2ccccc2)SC(C)C3)no1 (stereo unspecified)	2%	3%	-3%	19%	-19%	-1%	i	i	3%
COc1cc(/C=N/NC(=S)Nc2cccnc2)cc(OC)c1O	9%	-21%	-1%	42%[activator]	8%	-2%	-5%	i	-17%
O=C(NCCc1ccccc1)C(=O)NCC1OCCN1S(=O)(=O)c1ccccc1 (stereo unspecified)	?	-2%	-1%	14%	18%	4%	i	i	-6%
CCc1n[nH]c(=S)n1/N=C/c1c(O)ccc2ccccc12	-10%	-13%	-2%	3%	-7%	3%	i	i	12%
Cc1ccc(OCC(=O)NCc2ccco2)cc1C	-7%	-9%	-1%	-3%	7%	11%	-22%	i	9%
Cc1ccc(NN2C(=O)C=CC2=O)cc1	-1%	-18%	2%	20%	-6%	5%	i	i	1%
CC1C/C(=C\c2cccnc2)C(=O)/C(=C/c2cccnc2)C1 (stereo unspecified)	?	-76%[inhibitor]	2%	0%	nt	7%	-47%[inhibitor]	i	-18%
CCOC(=O)NC(=O)CSc1nnnn1-c1ccc(C)cc1	-9%	17%	0%	0%	22%	-4%	-16%	i	?

Given with two lines to a compound: part of the list above.
Order of values: GLP1R cytotox | Abeta yeast res | Mm-Cpn inhibitor | GLP1R inv ag | FUS suppressor | aSyn rescue | PTHR1 ag | Akt phos inh | TDP-43 yeast inh
- O=C(Nc1cccc2c1CCCC2)c1ccccc1F
    6% | -4% | -2% | ? | -2% | 4% | -1% | i | 17%
- COc1ccc(CCCC(=O)NCCc2ccccc2)cc1
    1% | 13% | -2% | -18% | 2% | 15% | -7% | i | 0%
- Cc1cc(NC(=O)CSc2nc3c(c(=O)n2CCc2ccccc2)SC(C)C3)no1 (stereo unspecified)
    2% | 3% | -3% | 19% | -19% | -1% | i | i | 3%
- COc1cc(/C=N/NC(=S)Nc2cccnc2)cc(OC)c1O
    9% | -21% | -1% | 42%[activator] | 8% | -2% | -5% | i | -17%
- O=C(NCCc1ccccc1)C(=O)NCC1OCCN1S(=O)(=O)c1ccccc1 (stereo unspecified)
    ? | -2% | -1% | 14% | 18% | 4% | i | i | -6%
- CCc1n[nH]c(=S)n1/N=C/c1c(O)ccc2ccccc12
    -10% | -13% | -2% | 3% | -7% | 3% | i | i | 12%
- Cc1ccc(OCC(=O)NCc2ccco2)cc1C
    -7% | -9% | -1% | -3% | 7% | 11% | -22% | i | 9%
- Cc1ccc(NN2C(=O)C=CC2=O)cc1
    -1% | -18% | 2% | 20% | -6% | 5% | i | i | 1%
- CC1C/C(=C\c2cccnc2)C(=O)/C(=C/c2cccnc2)C1 (stereo unspecified)
    ? | -76%[inhibitor] | 2% | 0% | nt | 7% | -47%[inhibitor] | i | -18%
- CCOC(=O)NC(=O)CSc1nnnn1-c1ccc(C)cc1
    -9% | 17% | 0% | 0% | 22% | -4% | -16% | i | ?
